Screening results from PubChem.
NPYLR7 ag – activates Aedes aegypti NPYLR7 receptor | HEK293T NPYLR7/Galpha15, GCaMP6s calcium fluorescence | 270,000 compounds, 0.15% hits | AID 1259423 | activation, % at 10 µM; in the data active = activation above about 40%;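 also: 0% = vehicle and 100% = reference agonist at the receptor; some compounds past the cut are filed as inactive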
mcGAS inh – inhibitors of mouse cGAS; Q8C6L5; recombinant cGAS, Kinase-Glo ATP depletion luminescence; inhibition, % at 12.5 µM; 160,000 compounds, 0.15% hits;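 also: 0% = negative control wells and 100% = reference inhibitor with no enzyme activity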
hcGAS inh – human cGAS inhibition. Q8N884. recombinant h-cGAS, ATP depletion, Kinase-Glo luminescence. inhibition, % at 12.5 µM. 290,000 compounds, 0.081% hits. AID 1259398;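 also: 0% = vehicle reaction and 100% = reaction without DNA for no activity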
Target sequence (Q8N884 whole entry, looked up): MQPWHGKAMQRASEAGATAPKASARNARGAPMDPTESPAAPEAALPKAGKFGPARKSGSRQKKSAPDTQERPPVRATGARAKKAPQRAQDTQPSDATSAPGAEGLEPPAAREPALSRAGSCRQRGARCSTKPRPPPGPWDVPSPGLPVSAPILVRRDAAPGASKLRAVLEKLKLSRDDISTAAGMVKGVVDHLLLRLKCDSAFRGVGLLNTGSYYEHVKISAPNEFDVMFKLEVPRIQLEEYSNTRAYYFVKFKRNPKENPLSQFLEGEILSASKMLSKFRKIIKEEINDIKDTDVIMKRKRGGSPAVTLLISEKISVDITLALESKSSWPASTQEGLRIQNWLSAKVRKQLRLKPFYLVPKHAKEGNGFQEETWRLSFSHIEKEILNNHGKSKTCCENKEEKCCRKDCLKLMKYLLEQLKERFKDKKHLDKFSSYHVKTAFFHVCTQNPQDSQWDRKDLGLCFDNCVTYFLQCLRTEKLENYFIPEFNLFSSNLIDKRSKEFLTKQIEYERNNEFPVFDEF
* hit, by the source's call; . = no result given; & = joins results of further samples. Rule as the data show it, unless noted: active = inhibition above about 40%; inactive = the rest.

SMILES,NPYLR7 ag,mcGAS inh,hcGAS inh
Cc1cccc(Cl)c1OCCNC(=O)CSc1nnc(N)s1,6,.,-7
Cc1cccc(C)c1NC(=O)C(C)N (stereo not drawn),-11&8&0,-3,-6&-7&-2
COCCn1c(N)c(N(Cc2ccccc2)C(=O)CC2CC3CCC2C3)c(=O)[nH]c1=O (stereo not drawn),20,-9,-14
N#Cc1cccc(S(=O)(=O)NC(=O)c2csc(-c3ccco3)n2)c1,2,.,-8
CCC(C)C(NC(=O)NC1CCCCC1)C(=O)Nc1nnc(-c2ccc(N(C)C)cc2)s1 (stereo not drawn),35,-6,-5
Cc1nnc(C)n1N1C(=O)c2cccc3cccc(c23)C1=O,2,-2,-2
CCN1CCN(c2ccc(NC(=O)Cc3ccccc3)cc2C)CC1,4,.,-6
COc1ccc(-c2c(C#N)c(N)n3c(nc4ccccc43)c2C#N)cc1,1,-6,-5

Continued:
SMILES,NPYLR7 ag,mcGAS inh,hcGAS inh
Cc1nn2c(nc(NC3CCCCCC3)c3ccccc32)c1Cl,4,.,-5
CCCS(=O)(=O)N1CCC(C(=O)NCCc2nc3ccccc3s2)CC1,4,-3,5
C(=C\c1ccccn1)/c1ccc(-n2ccnc2C2CCCCO2)cc1 (stereo not drawn),1,.,3
O=C(Nc1ccc(-c2cscn2)cc1)C1CCCN(Cc2cccn2-c2ncccn2)C1 (stereo not drawn),15&0,-9,-3&-6
NC(=O)COc1cccc(CN2CCn3cncc3C2)c1,5,-10,-8
CCOC(=O)c1nn(-c2ccc(OC)cc2)c(=O)c2c(NC(=O)c3ccc4ccccc4c3)scc12,2,-7,-2
CC(C)(C)NC(=O)CN1CCN(CC(N)=S)CC1,5,-5,-2
CCCN(CCC)C(=O)c1cc(-c2cccc(F)c2)n2nc(C(C)(C)C)cc2n1,-3,0,2

Further records follow.
SMILES,NPYLR7 ag,mcGAS inh,hcGAS inh
O=C1/C(=C\c2sc(N3CCCCC3)nc2-c2cccs2)N=C2CCCN12,4,.,-9
O=C(C1=C(O)C(=O)N(c2ncccn2)C1c1ccccc1F)c1ccco1 (stereo not drawn),6,-8,-5
CCOC(=O)Cc1c(C)nc2ncnn2c1N1CCN(C(=O)Nc2ccc(OC)cc2C)CC1,1,-11,-8
CS(=O)(=O)N1CCN(CCNC(=O)c2ccc3nc[nH]c3c2)CC1,1,.,-9
CNc1cncc(-c2cccc(N(C)C)c2)n1,-1,.,3
CCN1CCN(C(=O)Nc2cccc([N+](=O)[O-])c2)CC1,16,-4,-3
Cc1ccc(S(=O)(=O)N(C)C)cc1C(=O)N(C)CCOc1ccccc1F,2,.,-3
CC(OC(=O)c1cc(-c2cccnc2)nc2onc(C(C)C)c12)C(=O)N(C)Cc1cccc(F)c1 (stereo not drawn),2,.,-2

Going on with the list.
SMILES,NPYLR7 ag,mcGAS inh,hcGAS inh
CC(C)N(CC(N)=O)C(=O)/C=C/c1ccccc1Br,-2,.,-5
O=C(Nc1ccc(Oc2ccc(Cl)cc2)cc1)c1cc2cc([N+](=O)[O-])ccc2oc1=O,-3,-6,-7
COCCN1C[C@@H]2C[C@@H](C(N)=O)N(C(=O)c3ccco3)c3cccc(c32)C1=O,2,-7,1
O=C(O)C1CSC(Cc2ccccc2)C(=O)N1 (stereo not drawn),2,-18,-7
C=C1c2ccccc2NC(=O)N1CC(c1cccs1)N1CCCC1 (stereo not drawn),3,.,-9
O=C(O)CC1COCCN1C(=O)CC12CC3CC(CC(C3)C1)C2 (stereo not drawn),-3,.,-6
C=CCOc1ccccc1-n1c(C)cn2c3c(=O)n(C)c(=O)n(C)c3nc12,2,.,-5
Oc1ccc(C=Nn2cc(-c3ccccc3)[nH]c2=S)cc1,6,-2,1

More structures follow.
SMILES,NPYLR7 ag,mcGAS inh,hcGAS inh
CC(C)(C)c1ccc(-c2csc(NC(=O)CNC(=O)CNC(=O)c3ccco3)n2)cc1,0,.,-7
CC(=O)Nc1ccc(-c2cccc3ccnn23)cn1,6,-13,-5
O=C(Nc1ccc(Cl)c(C(F)(F)F)c1)N1[C@H]2CCNC[C@@H]1CC2,12,.,4
O=C1Nc2ccccc2SC1SCCNS(=O)(=O)c1cc(Cl)sc1Cl (stereo not drawn),-7,.,-5
COc1ccccc1/C=N\OC(=O)c1cc(F)c(Cl)nc1Cl,-2,.,1
O=C1NC(=O)C(Nc2ccccc2)S1 (stereo not drawn),0,.,1
O=C(c1nn(-c2cccc(C(F)(F)F)c2)c(=O)n(Cc2ccccc2F)c1=O)N1CCOCC1,16,-4,-3
CC(C)C1CN(Cc2ccc3[nH]ccc3c2)CCCN1CC1CC1 (stereo not drawn),12,.,-3

(next part)
SMILES,NPYLR7 ag,mcGAS inh,hcGAS inh
COc1cc(OC)cc(C(=O)NCC2CCCN(C(=O)CC3=CCCCC3)C2)c1 (stereo not drawn),19,-14,-9
O=C1CCCN1c1ccc(OCc2cc(Cl)cc3c2OCOC3)cc1,-2,.,-2
COCCNC(=O)Cn1nc2c(c1NC(=O)c1ccccc1C)CSC2,-4,-7,-5
CCOC(=O)c1c(NC(C)=O)sc(Cl)c1-c1ccccc1,0,-8,-7
Cc1cccc(NC(=O)Cn2cc(C(=O)C3CC3)c3ccccc32)c1C,-2,-5,-5
COc1ccc(-c2csc(-n3[nH]c(C)c(N=Nc4ccc(Cl)cc4C(=O)c4ccccc4)c3=O)n2)cc1,-5,-5,8
OCCC1CN(Cc2cc3ccccc3[nH]2)CCN1CC1CCCCC1 (stereo not drawn),13,.,-6
Fc1ccc(Cn2cccc2C2=NCCO2)cc1,9,.,-10

(more compounds)
SMILES,NPYLR7 ag,mcGAS inh,hcGAS inh
CC(C)c1nc(CNC(=O)c2ccc(N3CCOCC3)nc2)no1,8,-17,-4
CCCCC(=O)Nc1ccc(C)cc1NC(=O)c1oc(CC)nc1C,5,-11,2
Cc1nc(C)c(C)c(N2CCN(C(=O)C34CC5CC(CC(C5)C3)C4)CC2)n1,.,-3,5
COc1ccc(NC(=O)/C(C#N)=C/N2CCN(c3cccc(C)c3C)CC2)cc1,2,.,-6
C=C(C)COc1ccc(C(=O)NCc2nccn2CC)cc1,0,-6,-3
CCC1(C2CCN(Cc3ccnn3-c3ccccc3)CC2)NC(=O)NC1=O (stereo not drawn),4,.,-5
CC(C)c1ccc(C2SCCN2C(=O)C(Cl)Cl)cc1 (stereo not drawn),20,-4,-8
FC(F)(F)c1ccc(/C=C/C2SCCCS2)cc1,-7,.,2

Compound profiles (already shown). Screens in order: NPYLR7 ag | mcGAS inh | hcGAS inh
`CCC1(C2CCN(Cc3ccnn3-c3ccccc3)CC2)NC(=O)NC1=O` (stereo not drawn) as listed: 4 | . | -5
`CC(C)c1ccc(C2SCCN2C(=O)C(Cl)Cl)cc1` (stereo not drawn) as listed: 20 | -4 | -8

(continued)
SMILES,NPYLR7 ag,mcGAS inh,hcGAS inh
O=C(NC1CC(=O)N(CCCc2ccccc2)C1)c1ccco1 (stereo not drawn),9,.,-8
CCCC(=O)N1CCOCC1c1cc(C(=O)NCc2ccccc2)no1 (stereo not drawn),4,-8,-5
O=C(NCCC(=O)N1CCCCCC1)Nc1ccc(-c2nnnn2C2CC2)cc1,2,.,-3
COc1ccccc1/C=C/CN1CCNC(=O)C1CC(=O)NCc1ncccc1C (stereo not drawn),0,.,-4&-6
CCOC(=O)C1(C)CCCN1C(=O)c1ccc(Cl)nc1 (stereo not drawn),-2,.,-15
CCc1nnc(NC(=O)CSc2ccc(C)c(C)c2)s1,4,-5,-4
CCCCN(C(=O)CCCCl)c1c(N)n(CCCC)c(=O)[nH]c1=O,-7,-7,-6
CCN(Cc1noc(C)n1)C(=O)c1ccc2cccc(Cl)c2n1,28,-17,-6

(cont.)
SMILES,NPYLR7 ag,mcGAS inh,hcGAS inh
COC(=O)Cn1c(Sc2cccc(Cl)c2)nc2c(=O)n(C)c(=O)n(C)c21,1,.,0
O=C1CSc2ccc(C(=O)NN3C(=O)NC4(CCCCC4)C3=O)cc2N1,4,.,-4
Cc1ccc(Cl)c(OC2CC3CCC(C2)N3C(=O)c2ccc(CSc3ncccn3)cc2)c1 (stereo not drawn),4,-6,-6
O=C(CCCc1nc2ccccc2c(=O)[nH]1)N1CCc2sccc2C1,-3,.,-8
CC(CNC(=O)C1CCS(=O)(=O)CC1)N(C)c1ccccc1 (stereo not drawn),5,.,-7
COc1ccc(NC(=S)N2CCn3c2nc2ccccc23)cc1,1,.,-2
COc1cccc(C(CN2CCN(C(=O)COCc3ccccc3)CC2)OCc2cccc(Cl)c2)c1 (stereo not drawn),-2,-3,-3
COc1ccccc1-c1nc(C)c(-c2ccc(SCC(=O)N3CCOCC3)nn2)s1,2,.,-1

A second format for 2 compounds above.
Cc1ccc(Cl)c(OC2CC3CCC(C2)N3C(=O)c2ccc(CSc3ncccn3)cc2)c1 (stereo not drawn)
  NPYLR7 ag: 4; mcGAS inh: -6; hcGAS inh: -6

O=C(CCCc1nc2ccccc2c(=O)[nH]1)N1CCc2sccc2C1
  NPYLR7 ag: -3; mcGAS inh: .; hcGAS inh: -8

(list continues)
SMILES,NPYLR7 ag,mcGAS inh,hcGAS inh
COc1ccc(C2CC2NC(=O)C(=O)Nc2ccc(C)cc2F)cc1 (stereo not drawn),12,.,-5
Cc1cc(NC(=O)C2CC2)sc1C(=O)N1CCc2ccccc2C1,-4,-8,-7
Oc1ccc(Cl)cc1/C=C\C12CN3CN(CN(C3)C1)C2,-1,.,-5
CCOC(=O)Cn1nc(C(F)F)c(Br)c1C,-2,.,-2
CCCCNc1nccnc1-c1ccc(O)cc1,-5,-3,-4
CCNC(=O)N(C)c1c(CC)nc2ccc(C(=O)N3CCCCC3)cn12,-3,-6,-8
Cc1nc(CNc2cc(C(=O)N3CC(C)CC(C)C3)ccc2C)no1 (stereo not drawn),2,.,-6
O=C(C(c1ccccc1)C1CCCC1)N1CCC(O)(C(=O)O)CC1 (stereo not drawn),3,.,-6

The list goes on:
SMILES,NPYLR7 ag,mcGAS inh,hcGAS inh
O=C(NCC(O)c1ccco1)Nc1nncn1Cc1ccccc1 (stereo not drawn),1,.,3
Cc1sc2nc[nH]c(=O)c2c1C,1,.,-5
COc1cccc(Cc2nsc(N3CCCN(C(=O)Nc4ccc(Cl)cc4)CC3)n2)c1,16,-4,-8
O=S(=O)(NCCc1nnc2ccc(SCc3c(F)cccc3Cl)nn12)c1ccccc1,6,-6,-4
Cc1cc(S(=O)(=O)N(C)C)cc(NC(=O)C=Cc2cccs2)c1C,5,.,-4
Cc1ccccc1N1CCN(C2CCCN(CC3CCCC3)C2)CC1 (stereo not drawn),8,.,6
Clc1cccc(-c2nccn2-c2ccc(-n3cnnn3)cc2)c1,7,-10,-7
CC(C)c1nn(C(C)C)c(=O)c2c1cnn2C(C)(C)C,3,.,-3

Reprinted at random: 3 entries already listed
SMILES,NPYLR7 ag,mcGAS inh,hcGAS inh
O=C(NCC(O)c1ccco1)Nc1nncn1Cc1ccccc1 (stereo not drawn),1,.,3
Cc1sc2nc[nH]c(=O)c2c1C,1,.,-5
Clc1cccc(-c2nccn2-c2ccc(-n3cnnn3)cc2)c1,7,-10,-7

Taken from the listing for reference:
SMILES,NPYLR7 ag,mcGAS inh,hcGAS inh
Cc1cccc(C)c1NC(=O)C(C)N (stereo not drawn),-11&8&0,-3,-6&-7&-2
COCCn1c(N)c(N(Cc2ccccc2)C(=O)CC2CC3CCC2C3)c(=O)[nH]c1=O (stereo not drawn),20,-9,-14

Later entries.
SMILES,NPYLR7 ag,mcGAS inh,hcGAS inh
O=C(CSc1nnc(-c2ccc(Cl)cc2)n1-c1ccccc1)N/N=C\c1c(Cl)cccc1Cl,5,-5,-4
COc1ccc(-c2cc3ccc4c(c3oc2=O)CN(C2CC2)CO4)c(OC)c1,1,-2,4
COCCc1noc(-c2cn(CC3CCCCC3)nn2)n1,9,.,-2
C=C(C)C1Cc2c(ccc(C(=O)O)c2O)O1 (stereo not drawn),-4,-1,-1
Cc1cc(C)nc(N2CCN(c3cc(-c4ccccc4)nc4ncnn34)CC2)n1,.,-7,-5
COc1ccc(-c2cc3nc(NCCNC(C)=O)n(C)c(=O)c3s2)c(C)c1,11,.,-9
CCn1cc(C(=O)O)c(=O)c2cc(F)c(N3CCN(C)CC3)cc21,-16&-12,.,0&-2&-7
COc1ccc(C2=NN(C(=O)CN3CCC4(CC3)OCCO4)C(c3ccccc3OC)C2)c(OC)c1 (stereo not drawn),-5,-2,-2
CCOC(=O)c1ccc2c(c1)nc(SCC(=O)NCc1ccco1)n2CCOC,17,-3,-5
CN(C)C(=O)c1ccc(-c2cc3cnc(Nc4ccccn4)cc3n2Cc2ccccc2)cc1,-8,-6,-3
CC(NC(=O)c1coc(CN(Cc2cccc(C(F)(F)F)c2)Cc2ccc(F)cc2F)n1)c1ccccc1 (stereo not drawn),19,-4,-3

An unsorted share of the library; overall some 0.29% were active at least once.
